mHTT-CaM PPI inh: disrupts binding of mutant huntingtin to calmodulin; inhibition, % at 15 µM; AID 1671202; AlphaScreen His-mHTT/GST-CaM binding, luminescence; 190,000 tested, 3.6% active; P42858;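 further: 0% = both proteins with DMSO and 100% = one protein alone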
Pf apPOL inh: Pf-apPOL DNA polymerase inhibition; AID 1794808; Recombinant Pf-apPOL, molecular beacon fluorescence, 1.5 h; inhibition, % at 10 µM; 210,000 tested, 0.25% active
Starred values were filed as active, the others as inactive; nt = no result given; & = joins results of further samples. No stated cut-off is given here; in the data, active means inhibition above about 50%; inactive means the rest.

SMILES	mHTT-CaM PPI inh	Pf apPOL inh
COc1ccc(C=Nc2c(C)n(-c3ccccc3)c(=O)n2C)c(OC)c1	4	0
O=C(Nc1ccccc1[N+](=O)[O-])c1ccccc1	18	8
CCCCNC(=O)c1ccc(Cl)cc1	-8	-2
Cc1nc2sccn2c(=O)c1NC(=O)c1ccccc1Cl	-3	-2
Cc1ccc(Oc2ncnc(N)c2[N+](=O)[O-])cc1C	8	0
Cc1ccc(C(=O)N(C)C)c(C2CCN(C(=O)Nc3cccc(Cl)c3)CC2)n1	-8	-6
O=S(=O)(N=C(NNC(=S)Nc1cccc(C(F)(F)F)c1)N1CCCC1)c1ccccc1	nt	-3&4
Cc1ccc(O)c(N=Cc2cccc(Oc3ccc([N+](=O)[O-])cc3[N+](=O)[O-])c2)c1	42	10
Cc1ccc(N2C(=O)CC(N(C)Cc3ccccc3)C2=O)c(C)c1 (stereo not drawn)	-8	8
O=C(Nc1ccccc1)c1ccc(-c2cccc(F)c2)nc1	-11	0
CCCc1noc(-c2c(O)c3ccccc3n(C)c2=O)n1	13	-9
O=S(=O)(c1ccccc1)C(N=C(Cl)Cl)C(Cl)(Cl)Cl (stereo not drawn)	0	-1
O=C(Nc1ccc2c(c1)OCCO2)C1Cc2ccccc2N1C(=O)OCc1ccccc1 (stereo not drawn)	nt	-5
CCOc1ccc2oc(=O)c(-c3ccc(OC)cc3)c(C)c2c1	2	-6
COCCNC(=O)N1CCCC(C)(C(=O)NCc2ccc(C)cc2)C1 (stereo not drawn)	-5	2
COc1ccc(C(=O)c2oc3ccccc3c2NC(=O)c2cccs2)cc1	-68	2
O=C(CSc1ccc(-c2ccc(F)cc2)nn1)Nc1nccs1	4	14
CC(=O)N1CCc2nn(CC(=O)Nc3ccccc3C)c(=O)cc2C1	-9	-1
Cc1ccccc1OCC(=O)Nc1ccc(N2C(=O)c3cccc([N+](=O)[O-])c3C2=O)cc1	-5	0
COc1ccc(C2C(C#N)=C(N)Oc3n[nH]c(-c4ccccc4)c32)cc1 (stereo not drawn)	6	4
Cc1ccc(N2CCN(CC(O)COc3ccccc3)CC2)cc1 (stereo not drawn)	-4	-1
O=C(NCCN1CCCCCC1)C1CCN(c2cncnc2N2CCOCC2)CC1	16	-5
CCSc1ccccc1C(=O)N1CCN(CC(O)c2cccs2)CC1 (stereo not drawn)	-12	-3
CCC(=O)N1CCc2c(C(=O)NC(C)C)cccc21	-4	-1
COc1ccc(CC(=O)Nc2nccs2)cc1	-4	-5
CCCc1noc(-c2cccnc2N2CCCN(Cc3cccc(C)c3)CC2)n1	-39	-2
CCC(C)NC(=O)c1cc(=O)[nH]c2c(C)cccc12 (stereo not drawn)	0	-4
CN(C)c1ccc(NC(=O)c2ccc(Cl)c(Cl)c2)cc1	15	-3
COc1ccc(CNC(=O)c2cnn3c(C)c(Cc4ccc(F)cc4)c(C)nc23)cc1	19	-4
N#CC(C#N)=CC=C(Sc1ncc(C(F)(F)F)cc1Cl)c1ccc(Cl)cc1	nt	-5
COC(=O)c1ccc(C(=O)NCC(C)(O)CCSC)cc1 (stereo not drawn)	0	0
COc1cccc2cc(-c3cc(=O)oc4cc(C)c(OCC=C(C)C)cc34)oc12	-5	1
CN1C(=O)N(C)C(NC(=O)NC(C)(C)C)C1NC(=O)NC(C)(C)C (stereo not drawn)	0	2
O=C(O)c1ccc(F)c(S(=O)(=O)Nc2cc(F)ccc2F)c1	-2	-7
NC(=O)C1CCN(Cc2cnoc2-c2ccccc2)CC1	-2	-2
CCOC(=O)C1CSCCS(=O)(=O)N1Cc1ccc(F)cc1F (stereo not drawn)	-6	1
O=C1N(Cc2ccccc2)c2ccccc2C1(Cc1ccccc1)c1ccccc1 (stereo not drawn)	nt	0
O=C(CSCc1ccccc1)Nc1ccccc1C(=O)NCc1ccccc1	-3	-4
CN1C2CCC1CC(OC(c1ccccc1)c1ccccc1)C2 (stereo not drawn)	nt	3&6
COCC(=O)NC(c1ccccc1)c1cc(Cl)c2cccnc2c1O (stereo not drawn)	100*	-10
COc1ccc2oc(=Nc3ccc(F)c(Cl)c3)c(C(N)=O)cc2c1	7	-3
CCn1ccc(C(=O)N2CCCC(Nc3ncnc4c3CCC4)C2)n1 (stereo not drawn)	-5	-7
COc1ccc(OC)c(S(=O)(=O)Nc2cc3oc4ccccc4c3cc2OC)c1	-3	nt
O=C(CSc1cn(CCNC(=O)c2ccc(F)cc2)c2ccccc12)Nc1ccccc1F	5	-1
CCc1ccc(NC(=O)c2cc(S(=O)(=O)NC3CCCC3)ccc2F)cc1	2	-3
Cc1cc(C)cc(C(=O)N2CCCC(C(=O)Nc3ccc(F)cc3Cl)C2)c1 (stereo not drawn)	3	1
O=C(Nc1nc2ccccc2[nH]1)c1cccc([N+](=O)[O-])c1	12	-1
CCN(c1ccccc1)S(=O)(=O)c1cc(Br)cc2c1N(C(=O)C1CC1)CC2	-2	-6
Cc1cccc(CC2CC(=O)N(c3ccc(C)cc3Br)C2=O)c1 (stereo not drawn)	-12	0
CC1CN(C(=O)c2ccc3c(c2)OCO3)CC1c1nc(-c2cccnc2)no1 (stereo not drawn)	0	-11
COc1ccc(/C=c2\sc3nc(-c4ccc(Cl)cc4)nn3c2=O)c(OC)c1	3	1
CCSc1nnc(NC(=O)Cn2nc(-n3cccn3)ccc2=O)s1	-18	-7
CC1CCCC(NS(=O)(=O)c2ccc(F)c(C(=O)Nc3cccc(Cl)c3)c2)C1C (stereo not drawn)	31	-8
CCc1cc2c(=O)c(-c3ccc4c(c3)OCCO4)coc2cc1OCC(=O)OC(C)C	-9	2
Cc1n[nH]c(=O)c2cc3c(C)n[nH]c(=O)c3cc12	0	15
CCOC(=O)c1ccc2nc(NC(=O)c3cccc([N+](=O)[O-])c3)sc2c1	-10	-2
O=C(NC(=O)c1ccccc1)Nc1ccc(Br)cc1	-2	1
O=c1c2cnn(-c3cccc(Cl)c3)c2ncn1Cc1cccc([N+](=O)[O-])c1	0	3
CCOc1ccc(NC(=O)N2CCC3(CC2)NC(=O)c2ccc(Cl)cc2N3C)cc1	-5	-2
CCN(CC)Cc1c(O)ccc2c(=O)c(Oc3ccccc3Br)c(C)oc12	23	1

Of the compounds above, ten have an aryl methoxy group:
SMILES	mHTT-CaM PPI inh	Pf apPOL inh
COc1ccc(C=Nc2c(C)n(-c3ccccc3)c(=O)n2C)c(OC)c1	4	0
CCOc1ccc2oc(=O)c(-c3ccc(OC)cc3)c(C)c2c1	2	-6
COc1ccc(C(=O)c2oc3ccccc3c2NC(=O)c2cccs2)cc1	-68	2
COc1ccc(C2C(C#N)=C(N)Oc3n[nH]c(-c4ccccc4)c32)cc1 (stereo not drawn)	6	4
COc1ccc(CC(=O)Nc2nccs2)cc1	-4	-5
COc1ccc(CNC(=O)c2cnn3c(C)c(Cc4ccc(F)cc4)c(C)nc23)cc1	19	-4
COc1cccc2cc(-c3cc(=O)oc4cc(C)c(OCC=C(C)C)cc34)oc12	-5	1
COc1ccc2oc(=Nc3ccc(F)c(Cl)c3)c(C(N)=O)cc2c1	7	-3
COc1ccc(OC)c(S(=O)(=O)Nc2cc3oc4ccccc4c3cc2OC)c1	-3	nt
COc1ccc(/C=c2\sc3nc(-c4ccc(Cl)cc4)nn3c2=O)c(OC)c1	3	1

Continued:
SMILES	mHTT-CaM PPI inh	Pf apPOL inh
CN(CCC#N)C(=O)c1cc2nc(-c3ccc4c(c3)OCO4)cc(C(F)(F)F)n2n1	1	-4
O=C(NC1CCCCCC1)C1CCCN(C(=O)c2ccc(F)c(F)c2)C1 (stereo not drawn)	-3	-30
CCOc1ccc(OCCN2CCOCC2)cc1	-4	-6
CC1(C)N2CC3([N+](=O)[O-])CN1CC([N+](=O)[O-])(C2)C3(C)C	-3	0
Oc1ccc(Cl)cc1C1=NNC(c2ccc(Br)cc2)C1 (stereo not drawn)	75*	-1
N#CCC(=O)c1ccc(N)cc1	9	-8
CN1CCC(NC(=O)C2CCc3sc(C(=O)N4CCCCCC4)cc3C2)CC1 (stereo not drawn)	-4	-5
COc1cccc(CNC(=O)C2(C)CCCN(S(=O)(=O)c3cc(C)cc(C)c3)C2)c1 (stereo not drawn)	8	4
CC1(C)CCC(=O)C=C1Nc1ccc(F)c(Cl)c1	-2	-8
Cn1c(/C=C/c2cccc(Br)c2)nc2ccccc2c1=O	45	4
O=C(Cc1ccccc1)c1ccc(O)c(O)c1O	24	-3
COc1ccc(NC(=O)Nc2nc(CCC(=O)NCc3ccccn3)cs2)cc1	-10	-5
Cn1c(N2CCCC(C(=O)Nc3cccc(C(F)(F)F)c3)C2)cc(=O)n(C)c1=O (stereo not drawn)	3	-3
Oc1c(I)cccc1C=Nc1ccc2oc(-c3cccnc3)nc2c1	9	4
O=C(Nc1nc2ccc(F)cc2s1)c1cc(S(=O)(=O)N2CCOCC2)ccc1O	-8	-2
Fc1ccc(CN2CCCN(Cc3ccc(F)cc3)C2c2ccco2)cc1	nt	-4
Cc1ccc(CN2CCN(C3CCN(C(=O)Nc4ccccc4C)CC3)C2=O)cc1	7	-4
CC1CN(C(=O)c2cccc(F)c2)C(C)CN1C(=O)c1cccc(F)c1 (stereo not drawn)	4	-6
Brc1ccc2c(c1)[C@@H]1C=CC[C@@H]1[C@H](c1ccncc1)N2	-4	nt
COc1cc(NC(=O)COc2ccc(Br)cc2Br)c(OC)cc1Cl	-2	4
O=C(Nc1cccc(C(F)(F)F)c1)C1CC(c2ccc(F)cc2)=NO1 (stereo not drawn)	-13	0
CC(C)c1ccc(NC(=O)CN(C)S(=O)(=O)c2ccc(Cl)cc2)cc1	2	-5
CCCN1C(=O)Cc2ccccc2C1C(=O)NCc1cc(F)ccc1F (stereo not drawn)	-8	-1
O=C(NCc1csc(-c2cccs2)n1)C1CCCN1C(=O)NCc1ccccc1 (stereo not drawn)	3	-9
CCN(CC)S(=O)(=O)c1cc(C(=O)Nc2ccc(F)cc2)ccc1Br	1	-1
Nc1ccccc1SCC(=O)NC(c1ccccc1)c1ccccc1	4	6
COc1ccc(N2CCN(c3ncc4c(n3)CCN(Cc3ccc(F)cc3)C4)CC2)cc1	57*	-4
Cc1ncc2c(n1)CCN(S(=O)(=O)c1ccc(F)cc1)C2	-4	0
CC(=O)N1c2ccc(S(=O)(=O)Nc3cc(C)cc(C)c3)cc2CC1C (stereo not drawn)	7	4
Cc1ccc(F)c(-n2nnc(C(=O)O)c2-c2ccncc2)c1	-16	2
Cc1ccc(-c2nnc(CCC(=O)N3CCCCC3)c(=O)[nH]2)cc1Cl	-6	-3
COc1ccc(CC(=O)NCC(c2ccsc2)N2CCc3ccccc3C2)cc1OC (stereo not drawn)	4	3
Cc1cc(C(=O)Nc2nc3c(s2)CN(C(=O)c2snnc2C)CC3)no1	-14	0
COc1ccc(C2Nc3ccccc3C(=O)N2Cc2ccccc2)cc1 (stereo not drawn)	-1	0
Cc1cc(NC(=O)c2c(F)cccc2Cl)ccc1N1CCCCC1=O	-6	-8
CC(=O)CC(C)=Nc1ccc(C(F)(F)F)cc1	nt	-7
O=C(NCCCc1ccccc1)c1ccc2c(c1)NC(=O)C1CCCN21 (stereo not drawn)	67*	4
COc1cccc(CNC(=O)C2CCN(c3nnc4ccc(C(F)(F)F)cn34)CC2)c1	2	-4
CCn1ccc(C(=O)N2CCc3c(c(-c4nnc(SC)n4C)nn3C)C2)n1	7	0
COc1ccc(-n2nc3c(c2NC(=O)C24CC5CC(CC(C5)C2)C4)CSC3)cc1	-3	0
Cc1ccc(N=C2C(=O)N(CN3CCOCC3)c3ccccc32)cc1C	58*	7
CC(NC(=O)CC(C)(C)C)c1nc(-c2cccc(Cl)c2)no1 (stereo not drawn)	-13	-2
CC(=O)Oc1cccc2ccc(=O)[nH]c12	8	9
COc1cccc(CC(=O)N2CCC(Nc3cccnc3)C2)c1 (stereo not drawn)	-3	-3
O=C(NCC1(O)CCc2ccccc21)c1cc2ccccc2oc1=O (stereo not drawn)	3	-7
Cc1c(C2C3=C(CC(C)(C)CC3=O)OC3=C2C(=O)CC(C)(C)C3)c(=O)n(C)n1-c1ccccc1	-1	0
CCn1cc(/C=C2\C(=O)NN(c3ccc(Br)cc3)C2=O)c2ccccc21	9	3
COCCN=C1Nc2ccccc2NC12CCCN(C(=O)c1ccsc1)C2 (stereo not drawn)	19	-6

Shown as labelled records: two of the compounds above
Molecule: CCN(c1ccccc1)S(=O)(=O)c1cc(Br)cc2c1N(C(=O)C1CC1)CC2
  mHTT-CaM PPI inh: -2
  Pf apPOL inh: -6

Molecule: Cc1cccc(CC2CC(=O)N(c3ccc(C)cc3Br)C2=O)c1 (stereo not drawn)
  mHTT-CaM PPI inh: -12
  Pf apPOL inh: 0

Next part.
SMILES	mHTT-CaM PPI inh	Pf apPOL inh
O=C(Nc1ccc2oc(-c3cccnc3)nc2c1)c1ccncc1	-1	-3
COc1ccc(CN2C(=O)CCC2(C)C(=O)NC2CCCCCC2)c(OC)c1 (stereo not drawn)	2	2
COc1ccc(C)cc1-n1ccnc1SCC(=O)Nc1ccc(C(C)=O)cc1	10	-1
CSc1nsc(SC)c1CNC(=O)c1ccn(C(F)F)n1	-8	nt
CCN(CC)C(=O)CC1CCN(c2ccnc(OC)n2)CC1	-4	0
c1ccc2c3c(cc(N4CCOCC4)c2c1)OC1(N2CCCCC2)CCCCC1O3 (stereo not drawn)	-3	nt
Cc1c(C(=O)Nc2ccc(-c3nc4ncccc4o3)cc2)cccc1[N+](=O)[O-]	-3&-6	-1&-6
CC1=CC(C)C2(CO)COC(c3ccc(O)cc3)C1C2C (stereo not drawn)	15	-2
CC(C)N1Cc2cc(C(=O)NCc3ccccc3Cl)sc2C1	-14	-3
CCCNC1=C(N2CCCCC2)C(=O)c2ccccc2C1=O	10	0

Source: PubChem (University of Kansas High Throughput Screening Laboratory)

Not a hit list. About 3.6% of those tested had a hit in this group.
